# Assay outcomes as filed in PubChem BioAssay.
# LYP phosphatase: inhibitors of LYP phosphatase, biochemical, fluorescence intensity, uHTS (AID 1779). inhibition, % at 11.5 µM, or IC50 in µM where a hit was titrated. hit rate 0.054% among 290,000. Tyrosine-protein phosphatase non-receptor type 22 (Homo sapiens). recombinant LYP phosphatase, fluorescence intensity; higher % means a stronger effect;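 also: plate controls were vehicle with enzyme for no effect and no enzyme for full effect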
# CSM14.1 death rescue: rescue of cells from ER stress-induced death, primary screen, 384-well, CSM14.1, thapsigargin, ATP luminescence (AID 1222); 190,000 tested, under 10 active; cellular ATP content (survival), % at 20 µM, or EC50 in µM where a hit was titrated; CSM14.1 thapsigargin-induced death rescue, ATP luminescence; higher % means a stronger effect;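 active = EC50 below 50 µM in the dose-response confirmation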;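 also: death triggered by thapsigargin at about 15 µM added after 2 h compound pretreatment; cell ATP read after overnight thapsigargin exposure of roughly 18 to 22 hours; normalized against plate controls of thapsigargin alone and 5% DMSO vehicle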
# AID2073: inhibitors of Mint1-CaV2.2 protein interaction, biochemical, HTRF (AID 2073) | Voltage-dependent N-type calcium channel subunit alpha-1B (Homo sapiens) | hit rate 0.19% among 290,000 | HTRF protein-protein interaction, Mint1-CaV2.2; higher % means a stronger effect | one-dose inhibition, % at 20 µM; IC50 in µM for titrated hits; in the data active = inhibition mostly above about 51%, no sharp cut-off; also: some results filed as inactive read as strong as hits
# XIAP displacement: XIAP antagonists, biochemical, IAP family, fluorescence polarization (AID 1018). XIAP BIR domain, fluorescence polarization peptide displacement; higher % means a stronger effect. displacement, % at 20 µM, or IC50 in µM where a hit was titrated. hit rate 0.007% among 200,000; in the data active = displacement above about 50%; also: a part of the inactive calls stands beside numbers as strong as those of hits
# M1AAP inhibition: P. falciparum M1AAP inhibitors, biochemical, fluorogenic H-Leu-NHMec substrate, 1536-well (AID 1445) | Aminopeptidase N (Plasmodium falciparum (isolate 3D7)) | recombinant M1AAP, H-Leu-NHMec fluorogenic kinetic assay; higher % means a stronger effect | inhibition, % at 30 µM; hits with a dose series show IC50 in µM | hit rate 0.42% among 220,000;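 active = primary inhibition above the hit cutoff, then over 50% inhibition at one or more dose response concentrations, cut at about 23% in these data, passing the limit was not always enough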;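 also: plate controls were DMSO full reaction for no effect and no enzyme background for full effect; strong numbers were not always called active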
# NOD2 inhibition: NOD2 signaling inhibitors, cell-based, luminescence, uHTS, HEK293 (AID 1566); inhibition, % at 4 µM; hits with a dose series show EC50 in µM; HEK293 NOD2/NF-kB luciferase reporter, luminescence; higher % means a stronger effect; hit rate 0.63% among 290,000; also: many of its hits are not listed in these tables
# P. falciparum M17LAP: P. falciparum M17LAP inhibitors, primary screen, biochemical, fluorogenic H-Leu-NHMec substrate, 1536-well (AID 1619) | Leucine aminopeptidase (Plasmodium falciparum (isolate 3D7)) | recombinant M17LAP, H-Leu-NHMec fluorogenic kinetic assay; higher % means a stronger effect | inhibition, % at 30 µM, or IC50 in µM where a hit was titrated | hit rate 0.38% among 220,000;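 active = compound inhibiting the enzyme by more than half at any dose during confirmatory dose-response retesting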;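 also: plate controls were full reaction with DMSO carrier for no effect and no enzyme background for full effect; strong numbers were not always called active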
# Lipid droplet: inhibitors of hepatocyte lipid droplet formation, primary screen, imaging, high-throughput imaging, BODIPY stain | hit rate 0.4% among 240,000 | inhibition, % at 6.5 µM | AML12 mouse hepatocytes, oleate lipid droplets;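 active = lipid droplet intensity inhibited by at least 50%, with more than 500 cells counted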
#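 Assay system: AML12 mouse liver cells | Compound: 6.5 µM single-point dosing | Schedule: Overnight exposure | Technique: Fluorescence imaging, 20x objective, two fields per well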
# Siah-1 displacement: Siah-1 peptide-binding antagonists, primary screen, biochemical, fluorescence polarization, rhodamine-plectin, uHTS (AID 1817); displacement, % at 20 µM, or IC50 in µM where a hit was titrated; hit rate 0.02% among 290,000; Siah-1 / rhodamine-plectin peptide fluorescence polarization; higher % means a stronger effect;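 active = displacement of at least 50% at 20 µM, with a fluorescence ratio check between 0.3 and a set limit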;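 also: plate controls were Siah plus tracer with DMSO for no effect and tracer alone without Siah for full effect; strong numbers were not always called active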
# Lipid droplet cells 6.5 µM: recorded beside Lipid droplet, whose call it bears; cell count; measured here: cell count, cytotoxicity flag;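 cells counted across two imaged fields per well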
# Starred values were filed as active, the others as inactive; · = not tested or not shown. Rule as the data show it, unless noted: active = inhibition above about 50%; inactive = the rest. This is a subset, so the mix of outcomes need not match the whole.
SMILES,LYP phosphatase,CSM14.1 death rescue,AID2073,XIAP displacement,M1AAP inhibition,NOD2 inhibition,P. falciparum M17LAP,Lipid droplet,Lipid droplet cells 6.5 µM,Siah-1 displacement
CCOc1ccc(NC(=S)NC(C)CCc2ccccc2)cc1 (stereo unspecified),0%,-1.1%,1%,-16%,4%,-4%,16%,-21,692,7%
Cn1c(NCC(O)c2ccccc2)nc2c1c(=O)n(Cc1ccc(Cl)cc1)c(=O)n2C (stereo unspecified),6%,-1.3%,-3%,-0.7%,-2%,2%,6%,6,663,-4%
N#Cc1ccc(OCC(=O)OCCCOC(=O)COc2ccc(C#N)cc2)cc1,-8%,·,7%,·,·,-15%,·,-18,670,-4%
O=C(CSCc1ccc(F)cc1)NCc1ccc2c(c1)OCO2,-3%,-0.7%,15%,-2.7%,3%,-3%,6%,-23,690,3%
O=C(Nc1ccccc1N1CCOCC1)c1cccnc1,-5%,-0.1%,-7%,-5.3%,-2%,-1%,2%,3,730,2%
CCOc1ccc(NC2CCCCC2NS(=O)(=O)c2ccccc2)cc1 (stereo unspecified),-8%,·,5%,·,·,0%,·,1,795,9%
CCCOc1ccc(C(=O)NC(C)C(=O)O)cc1 (stereo unspecified),2%,-2.3%,-1%,-4.8%,9%,-3%,25%,1,779,-1%
CCN(CC)P(=O)(Nc1ccccc1Br)c1ccc(N(C)C)cc1NC(=O)c1ccco1 (stereo unspecified),6%,0.1%,17%,-4.0%,15%,-22%,8%,-33,689,6%
CCc1cc(=O)oc2cc(C)cc(OC(C)C(=O)NCCCN3CCOCC3)c12 (stereo unspecified),-9%,·,17%,·,·,3%,·,-24,661,3%
Cc1ccccc1-c1nnc(NC(=O)c2ccc(N3C(=O)CCC3=O)cc2)s1,-4%,-0.2%,18%,-2.7%,-7%,2%,-9%,-17,721,3%
CCOC(=O)CSc1nc2c(c(=O)n(Cc3ccccc3Cl)c(=O)n2C)n1C,-8%,-0.1%,-5%,1.8%,11%,17%,22%,·,·,0%
O=C(COc1ccc(-c2ccccc2)cc1)NNC(=O)Nc1ccc(F)cc1F,-6%,·,21%,·,·,-3%,·,-29,677,15%
O=C1C2C3C=CC(C3)C2C(=O)N1c1ccc(-c2nc3ccccc3o2)cc1 (stereo unspecified),-4%,-1.1%,16%,-5.5%,3%,-88%,-5%,·,·,1%
Cc1nc2ccccc2c(=O)n1/N=C/c1ccc(O)cc1,3%,0.4%,30%,-4.2%,14%,-90%,15%,·,·,4%
O=CNc1ccc(OC(=O)c2cncc(Br)c2)cc1,-8%,·,1%,·,·,9%,·,14,696,3%
Cc1cc(NC(=O)C(C)C)n(-c2nc3ccccc3s2)n1,-2%,0.1%,29%,-5.1%,2%,-22%,-9%,12,716,2%
O=C(NC1CCCCC1)C(c1ccccn1)N(C(=O)c1csnn1)c1ccccc1F (stereo unspecified),-13%,·,3%,·,·,18%,·,11,795,8%
CCCCNC(=O)Cn1cnc2sc(C)c(S(=O)(=O)N3CCN(c4ncccn4)CC3)c2c1=O,2%,-11%,10%,-1.3%,0%,1%,5%,-12,668,2%
CCOC(=O)/C(=C\c1c[nH]c2ccccc12)NC(C)=O,-6%,-3.4%,-8%,-8.0%,2%,1%,28%,-6,656,-5%
O=C(Cn1ccc2ccccc2c1=O)NCC(=O)N1CCCCC1,-5%,·,6%,·,·,0%,·,3,801,3%
COCCn1nnnc1CN1CCC(O)(c2cccc(C(F)(F)F)c2)CC1,-18%,-1.3%,-1%,0.9%,6%,5%,9%,·,·,-2%
O=C(NCCCN1CCOCC1)C1CCN(S(=O)(=O)c2c(Cl)cccc2Cl)CC1,-9%,·,-4%,·,·,11%,·,14,822,-4%
CCCOc1ccc(N2C(=O)CC(N(O)c3ccccc3)C2=O)cc1 (stereo unspecified),-7%,1.3%,-2%,-7.1%,3%,-31%,-6%,·,·,-2%
O=C(NCc1ccc(Cl)cc1)c1ccc(NC(=O)C2CCCO2)cc1 (stereo unspecified),-12%,·,2%,·,·,-1%,·,-14,734,3%
CCCOc1ccc(C2=CSC3=NCCN23)cc1,-10%,·,8%,·,·,10%,·,-11,791,16%
# Later entries
SMILES,LYP phosphatase,CSM14.1 death rescue,AID2073,XIAP displacement,M1AAP inhibition,NOD2 inhibition,P. falciparum M17LAP,Lipid droplet,Lipid droplet cells 6.5 µM,Siah-1 displacement
CN(c1ccccc1)S(=O)(=O)c1ccc(NC(=S)NC(=O)c2ccccc2)cc1,-4%,-0.1%,-4%,-4.1%,6%,2%,3%,-14,766,-2%
O=C(CSc1nncc2ccccc12)Nc1cccc(C(=O)O)c1,5%,·,2%,·,1%,-20%,6%,-6,686,4%
CSc1nc(NC(C)(C)C)nc(Oc2ccc(=O)n(C)n2)n1,2%,-1.0%,-2%,-7.6%,-3%,-22%,-2%,·,·,0%
COc1ccc(NC(=O)c2ccccc2)c([N+](=O)[O-])c1,0%,-0.6%,6%,-5.4%,2%,-30%,3%,5,675,3%
CC1CCCCN1c1nnc(NC(=O)c2cc(-c3ccc(Br)cc3)on2)s1 (stereo unspecified),1%,-2.6%,-4%,-2.8%,11%,42%,15%,-19,421,3%
CC1CN(C(=O)C2CC2)C(C)CN1C(=O)C1CC1 (stereo unspecified),-5%,-1.1%,1%,-9.0%,6%,11%,4%,0,621,6%
Cc1ccnc(N2C(=O)c3cccc4c([N+](=O)[O-])ccc(c34)C2=O)c1,5%,0.3%,-14%,-9.6%,5%,0%,1%,5,644,-8%
CCOCCCn1c(SCC(=O)NC(C)(C)C)nc2ccccc2c1=O,-6%,1.5%,4%,-4.9%,5%,-17%,-5%,·,·,-6%
O=c1c2ccccc2cnn1Cc1n[nH]c(=S)n1-c1ccc(F)cc1,-3%,0.7%,1%,-4.6%,-4%,-4%,-6%,9,693,-2%
CNC(=S)N1CCc2cc(OC)c(OC)cc2C1,-2%,·,-7%,·,2%,10%,-2%,-4,699,2%
O=C(C1CCCO1)N1CCN(S(=O)(=O)c2cc(F)ccc2F)CC1 (stereo unspecified),-10%,·,12%,·,·,3%,·,1,854,11%
C=CCOc1ccc(/C=N/NC(=O)C(=O)Nc2ccccn2)cc1OC,-7%,-5.0%,2%,-8.1%,9%,6%,5%,19,570,-4%
COC(OC)C12c3ccccc3C(c3ccccc31)C1C(=O)N(c3cccnc3)C(=O)C12 (stereo unspecified),-3%,1.7%,7%,0.0%,0%,-31%,1%,-7,686,3%
O=C(O)c1ccc(CNCc2cccc(Oc3ccccc3)c2)cc1,-6%,·,3%,·,·,27%,·,1,720,1%
Cc1cc(C)cc(S(=O)(=O)c2cnc3ccccc3n2)c1,-1%,0.1%,-14%,-2.3%,6%,8%,4%,·,·,0%
CCOc1ccc(CCNC(=O)CSc2nnnn2C)cc1OCC,-7%,-0.4%,0%,-2.6%,2%,10%,-2%,0,720,-8%
CCNC(=S)Nn1cnc2ccccc21,-6%,·,-8%,·,5%,4%,13%,-8,679,0%
O=C(CNC(=O)c1ccc(S(=O)(=O)N2CCCC2)cc1)N/N=C/c1ccc(Cl)cc1Cl,-3%,-1.8%,3%,-2.7%,5%,14%,21%,-4,519,11%
COC(=O)c1ccc(CSc2ncnc3ccccc23)o1,-6%,2.5%,4%,-4.2%,20%,15%,26%,·,·,4%
CSCC(=O)N1CCCC(CNC(=O)c2ccc(-c3ccccc3)cc2)C1 (stereo unspecified),-5%,-0.8%,-3%,-9.2%,0%,18%,0%,0,729,1%
COc1ccc(-c2cc(C(F)(F)F)nc(SCC(=O)NCc3cccs3)n2)cc1,8%,-1.8%,9%,-3.9%,0%,9%,-13%,4,677,-1%
CCC(CC)C(=O)Nc1cc(Cl)ccc1C,-7%,-0.6%,-2%,-0.7%,3%,-4%,1%,-6,644,12%
Cc1cc(C)nc(NC(=O)/C=C/c2ccc(Cl)cc2)n1,-8%,·,11%,·,0%,-3%,-5%,2,682,1%
Cc1ccc[n+](CC(=O)c2ccc(Cl)cc2)c1,-8%,·,10%,·,·,-4%,·,-10,801,-2%
CC(=O)Nc1nc(-c2cccc3ccccc23)cs1,-7%,·,-13%,·,·,1%,·,·,·,8%
CCN(CC)Cc1cc2ccccc2c2c1COC2,-9%,0.4%,0%,-0.2%,4%,12%,-10%,·,·,-2%
CCOc1ccc(C(C)=O)cc1CSc1nnnn1-c1ccc(O)cc1,-3%,0.7%,5%,-3.6%,12%,23%,7%,3,665,40%
O=C(Cn1[nH]c(=O)c2ccccc2c1=O)NC1CCN(Cc2ccccc2)CC1,-5%,0.1%,2%,-2.6%,-1%,-10%,13%,·,·,9%
Cc1ccc(N/C=C(/C#N)c2ccsc2)cc1C,2%,0.5%,-2%,-2.8%,6%,-97%,1%,5,735,2%

# Single records (already shown).
# Entry for CSc1nc(NC(C)(C)C)nc(Oc2ccc(=O)n(C)n2)n1 = LYP phosphatase = 2%; CSM14.1 death rescue = -1.0%; AID2073 = -2%; XIAP displacement = -7.6%; M1AAP inhibition = -3%; NOD2 inhibition = -22%; P. falciparum M17LAP = -2%; Lipid droplet = ·; Lipid droplet cells 6.5 µM = ·; Siah-1 displacement = 0%
# Entry for COC(OC)C12c3ccccc3C(c3ccccc31)C1C(=O)N(c3cccnc3)C(=O)C12 (stereo unspecified) = LYP phosphatase = -3%; CSM14.1 death rescue = 1.7%; AID2073 = 7%; XIAP displacement = 0.0%; M1AAP inhibition = 0%; NOD2 inhibition = -31%; P. falciparum M17LAP = 1%; Lipid droplet = -7; Lipid droplet cells 6.5 µM = 686; Siah-1 displacement = 3%
# Entry for CNC(=S)N1CCc2cc(OC)c(OC)cc2C1 = LYP phosphatase = -2%; CSM14.1 death rescue = ·; AID2073 = -7%; XIAP displacement = ·; M1AAP inhibition = 2%; NOD2 inhibition = 10%; P. falciparum M17LAP = -2%; Lipid droplet = -4; Lipid droplet cells 6.5 µM = 699; Siah-1 displacement = 2%

# Given with each value named: entries from further up
CC1CCCCN1c1nnc(NC(=O)c2cc(-c3ccc(Br)cc3)on2)s1 (stereo unspecified)
  LYP phosphatase: 1% | CSM14.1 death rescue: -2.6% | AID2073: -4% | XIAP displacement: -2.8% | M1AAP inhibition: 11% | NOD2 inhibition: 42% | P. falciparum M17LAP: 15% | Lipid droplet: -19 | Lipid droplet cells 6.5 µM: 421 | Siah-1 displacement: 3%

CC1CN(C(=O)C2CC2)C(C)CN1C(=O)C1CC1 (stereo unspecified)
  LYP phosphatase: -5% | CSM14.1 death rescue: -1.1% | AID2073: 1% | XIAP displacement: -9.0% | M1AAP inhibition: 6% | NOD2 inhibition: 11% | P. falciparum M17LAP: 4% | Lipid droplet: 0 | Lipid droplet cells 6.5 µM: 621 | Siah-1 displacement: 6%
